# From PubChem BioAssay
# EPAC2 ag – qHTS for Agonist of cAMP-regulated guanine nucleotide exchange factor 4 (EPAC2): primary screen | Rap guanine nucleotide exchange factor 4 (Homo sapiens), Q8WZA2 | EPAC2 activation, biochemical qHTS; response scale: 100% = 6.5 mM cAMP response | actives 0.079% (n = 360,000) | Potency, µM (top dose mostly 154 µM), for inactives: top-dose activation, usual class: activators; note: potency is the fitted concentration of half-maximal effect; nearly all actives have a fitted effect of over 50% in size
# Target sequence (Q8WZA2 whole entry, looked up): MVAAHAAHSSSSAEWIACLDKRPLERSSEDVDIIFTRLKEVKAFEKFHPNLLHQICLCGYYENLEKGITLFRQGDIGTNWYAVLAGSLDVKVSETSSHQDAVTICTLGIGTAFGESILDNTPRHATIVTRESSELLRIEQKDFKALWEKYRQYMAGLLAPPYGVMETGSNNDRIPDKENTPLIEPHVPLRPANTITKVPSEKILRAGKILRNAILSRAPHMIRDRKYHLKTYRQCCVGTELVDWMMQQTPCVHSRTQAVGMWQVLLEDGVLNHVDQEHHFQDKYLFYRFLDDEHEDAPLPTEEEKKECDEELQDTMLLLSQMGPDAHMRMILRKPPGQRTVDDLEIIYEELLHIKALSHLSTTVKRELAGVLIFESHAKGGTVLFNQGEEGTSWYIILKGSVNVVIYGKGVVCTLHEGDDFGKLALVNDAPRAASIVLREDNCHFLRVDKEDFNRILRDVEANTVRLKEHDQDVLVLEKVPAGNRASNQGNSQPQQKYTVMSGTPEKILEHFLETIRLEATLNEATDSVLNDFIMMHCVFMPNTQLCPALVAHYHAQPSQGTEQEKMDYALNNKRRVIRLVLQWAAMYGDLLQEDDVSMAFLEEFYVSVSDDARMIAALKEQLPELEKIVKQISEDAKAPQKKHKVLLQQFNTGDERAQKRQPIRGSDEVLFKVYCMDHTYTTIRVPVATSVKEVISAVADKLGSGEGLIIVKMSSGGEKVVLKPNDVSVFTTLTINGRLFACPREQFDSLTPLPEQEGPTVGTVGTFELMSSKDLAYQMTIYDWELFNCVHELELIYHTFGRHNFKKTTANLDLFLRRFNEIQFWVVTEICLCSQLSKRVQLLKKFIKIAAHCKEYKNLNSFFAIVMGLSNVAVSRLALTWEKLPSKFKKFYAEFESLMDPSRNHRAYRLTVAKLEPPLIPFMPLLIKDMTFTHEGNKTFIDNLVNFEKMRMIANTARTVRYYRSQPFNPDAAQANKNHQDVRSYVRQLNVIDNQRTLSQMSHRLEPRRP
#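 Nucleotide exchange monitored as fluorescence drop when BODIPY-GDP leaves Rap1B. Reaction: 100 nM EPAC2, 250 nM RAP1B-BODIPY-GDP, 50 uM GDP, room temperature, kinetic read over 30 min. Activity expressed relative to 6.5 mM cAMP.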
# TDP-43 yeast inh – qHTS of TDP-43 Inhibitors. Potency, µM (doses to about 46.1 µM), for the others: top-dose growth rescue (activation), most hits filed as activators. TDP-43 expressing yeast growth rescue, BacTiter-Glo, 24 h. AID 652104, 2013. actives 1.8% (n = 410,000); note: potency is the fitted concentration of half-maximal effect; % of control where 0% means no effect; nearly all actives have a fitted effect of over 50% in size
#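 Yeast cells expressing TDP-43 under galactose induction are exposed to compounds for 24 hr at 30 deg C. BacTiter-Glo luminescence measures growth, so protective compounds score as activators.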
# FUS suppressor – qHTS for Suppressors of FUS Proteinopathy: Primary screen using FUS-linked yeast assay; Potency, µM (doses to about 76.6 µM), for inactives: top-dose growth rescue (activation), hits mostly activators; S. cerevisiae FUS-expressing, growth rescue, OD600, 24 h; actives 0.24% (n = 390,000);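 note: potency is the fitted concentration of half-maximal effect; plate controls were DMSO vehicle for no effect and reference control for full effect; nearly all actives have a fitted effect of over 55% in size; some results filed as inactive show a strong effect at the top dose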
#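 Absorbance at 600 nm, taken 24hr after compound addition, measured rescue of FUS-yeast growth at 30C. Induction used 2% galactose with seeding at OD 0.005. Controls: CP55940 from 92uM final, DMSO only.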
# Abeta rescue – qHTS for compounds that reverse cellular toxicity of Amyloid beta (A-beta) peptide in yeast: Primary Screen | yeast expressing A-beta42, growth rescue, OD600, 48 h; response scale: 0% DMSO, 100% iron-clioquinol control | Potency, µM (series often up to 46.1 µM), for inactives: at the top dose growth rescue, actives largely listed as activators | actives 0.063% (n = 410,000); note: potency is the fitted concentration of half-maximal effect; nearly all actives have a fitted effect of over 55% in size
#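 Growth rescue measured by 600 nm absorbance after 48 h yeast culture at 30 C with compound. Values normalized between DMSO and an equimolar ferric chloride plus clioquinol control.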
# D3 ag – qHTS of D3 Dopamine Receptor Agonist: qHTS. D(3) dopamine receptor (Homo sapiens), P35462. D3R DiscoveRx beta-arrestin cells, luminescence, 90 min. max activation, %. actives 0.58% (n = 410,000). AID 652048, 2013; in the data active = max activation above about 30%; note: 0% is about no effect; mostly tested at two doses, the higher about 12 µM
#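 Agonist-mode cell screen: cells plated at 1500/well and incubated overnight at 37 °C, then exposed to library compounds for 90 min at 37 °C. Detection reagent was added for 30–60 min at room temperature, and luminescence was read.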
# DRD3 antagonist – qHTS of D3 Dopamine Receptor Antagonist: qHTS. actives 2.5% (n = 360,000). D3R cells, DiscoveRx beta-arrestin luminescence, antagonist mode; hits give low values. max response, negative = inhibition, %; in the data active = max response below about -50%; inconclusive = no clear call, values can overlap the other calls; note: % is set by controls: 0 for no effect and ±100 for the full control effect; mostly tested at two doses, the higher about 12 µM
#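 Cells plated overnight at 1500 cells/well, then exposed to library compounds with dopamine controls for 90 minutes at 37 degrees C. DiscoveRx reagent added for 30–60 minutes at room temperature; luminescence read, quantitative HTS format.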
# aSyn rescue – qHTS of alpha-syn Inhibitors; Potency, µM (titrated, usually from 46.1 µM), inactives show at the top dose growth rescue (activation), usual class: activators; Yeast expressing alpha-synuclein, growth rescue, BacTiter-Glo, 24 h; actives 0.14% (n = 370,000); note: potency is the fitted concentration of half-maximal effect; % of control where 0% means no effect; nearly all actives have a fitted effect of over 65% in size
#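 Readout is rescue of growth in alpha-synuclein-expressing yeast, so inhibitors of toxicity appear as activators. Growth after 24 hr at 30 deg C in galactose medium is quantified by luminescence.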
# EPAC2 antagonist – qHTS for Antagonist of cAMP-regulated guanine nucleotide exchange factor 2 (EPAC2): primary screen; Rap guanine nucleotide exchange factor 4 (Homo sapiens), Q8WZA2; EPAC2 GEF exchange of Rap1B-BODIPY-GDP, fluorescence; Potency, µM (series often up to 114 µM), for inactives: top-dose activity, negative = inhibition, actives largely listed as inhibitors; actives 0.18% (n = 360,000); AID 720708, 2013; note: potency is the fitted concentration of half-maximal effect; % is set by controls: 0 for no effect and ±100 for the full control effect; nearly all actives have a fitted effect of over 45% in size; many of its hits are not listed in these tables
# Numbers without * were called inactive; ? = inconclusive; . = not tested or not shown; & = joins results of further samples; [ ] = remark or other dose. Unless noted, calls come from the whole dose curve; as a rule, active = well fitted curve in the direction sought with a large enough effect; inconclusive = small, poorly fitted or top-dose-only effect, or another doubt; inactive = no such curve, though single readings can be large; an effect the other way counts as inactive or inconclusive.
SMILES,EPAC2 ag,TDP-43 yeast inh,FUS suppressor,Abeta rescue,D3 ag,DRD3 antagonist,aSyn rescue,EPAC2 antagonist
CCCC(C)NC(=O)CSCc1ccc(OC)cc1 (stereo unspecified),1.7%,24.8%,7.0%,-3.1%,1.5,12.8,-0.1%,-11.1%
CCC(NC(=O)Nc1ccc(OC)c(OC)c1)c1c(-n2cccc2)sc2c1CCN(C)C2 (stereo unspecified),.,11.9%,-0.3%,-24.3%,8.5,.,.,.
CC1CCN(C(=O)c2ccccc2NC(=O)Nc2ccccc2)CC1,-5.8%,-12.4%,.,-7.8%,-17.3,-26.9,-6.0%,3.0%
O=C(Nc1cccc(Cl)c1)C1=CC=CN2CCS(=O)(=O)N=C12,9.4%,-19.4%,10.3%,-16.5%,-14.6,?,-2.4%,13.0%
CSc1nc2ccccc2c(=O)n1C1CCCCC1,10.4%,1.3%,-8.8%,9.6%,-1.2,62.4,17.7%,?
Cc1ccccc1C(=O)NC(=S)NCc1ccccc1,10.9%,?,-2.1%,?,-1.8,3.8,-0.3%,-5.0%
Cc1ccc(CNc2nc(C)cs2)cc1,2.8%,-10.7%,3.1%,-14.5%,7.2,0.0,16.1%,12.0%
Cc1cccc2c1OCC/C2=N\NC(=O)COc1ccccc1Cl,0.2%,-7.1%,-3.0%,26.3%,11.2,8.2,7.6%,3.9%
CO/N=C(\c1nonc1N)N1CCN(c2ccc([N+](=O)[O-])cc2Cl)CC1,-0.4%,28.3%,10.5%,2.8%,1.3,23.7,20.5%,-1.8%
O=C(Nc1cnn(Cc2ccc(Cl)cc2Cl)c1)c1noc2c1CCCC2,5.1%,0.0%,23.3%,?,1.6,-5.1,1.0%,6.3%
CCC(=O)N(c1ccc(C(=O)O)cc1)c1nc(-c2ccc(OC)cc2)c(C)s1,5.1%,0.0%,-15.7%,-9.0%,6.2,-6.9,-1.4%,?
CCc1ccc(C(=O)NCc2cccs2)s1,4.2%,-18.2%,12.4%,1.9%,-8.1,-3.1,-1.2%,12.1%
Cc1cc(Oc2cc(N)cc([N+](=O)[O-])c2)ccc1Cl,-3.2%,3.8%,.,10.4%,-10.1,-22.9,1.0%,-0.2%
CC(=O)N(c1ccc(C)cc1)c1nc(C)cc(C)c1C#N,10.3%,-16.1%,19.6%,6.0%,-3.2,-1.3,10.3%,-1.1%
COc1cccc(CNC(=O)CCc2c(C)c3cc4c(C)c(C)oc4cc3oc2=O)c1,.,-13.4%,-9.1%,-21.3%,-30.5,.,.,.
Cc1ccnc(N2CCC(C(=O)NNC(=O)c3ccncc3)CC2)n1,4.6%,-6.3%,-3.2%,-9.9%,-4.3,-0.6,-2.3%,0.4%
Cc1cc(C)cc(NC(=O)CSc2ccc(-c3ccccn3)nn2)c1,-2.5%,7.0%,10.8%,-28.7%,5.7,4.0,0.8%,4.4%
COCCCNC(=O)c1cc2c(=O)n3cccc(C)c3nc2n(C(C)C)c1=N,-5.2%,-1.5%,1.5%,-3.1%,-1.4,-11.8,6.6%,3.9%
COc1cccc(-c2c(C#N)c(SC)nc3cc(C)nn23)c1,6.4%,-0.5%,23.4%,9.1%,-7.0,10.9,-0.8%,2.3%
COc1ccc(CCCC(=O)N/N=C\c2cccs2)cc1,6.1%,-15.8%[1.82 µM],17.6%,12.9%,13.6,6.5,2.4%,-7.1%
CCN(CC(=O)Nc1ccccc1OC)C(=O)CSCC(=O)Nc1cccc(C)c1,3.8%,-19.1%,9.8%,-9.5%,-2.7,8.5,-9.5%,0.0%
N/C(=N\c1nc2ccccc2o1)NC(=O)c1cccc(Cl)c1,1.0%,-6.2%,11.3%,-7.1%,3.1,-6.9,-6.9%,-10.7%
CC(OCC(O)CN(C)CCOc1ccccc1)c1ccc(Cl)cc1 (stereo unspecified),3.7%,-16.5%,14.5%,-13.8%,-4.7,-69.4*,2.9%,-4.8%[57.1 µM]
CCc1nn(CC(=O)Nc2c(C)cccc2C)c(=O)c2cc3sccc3n12,.,17.6%,-21.6%,-12.3%,-2.1,.,.,.
C=CC[C@@H](CC(=O)N[C@H](CO)Cc1ccccc1)C(=O)N[C@@H](COC(=O)[C@@H](CC=C)Cc1ccc(F)cc1)Cc1ccccc1,-6.8%,25.2%,23.7%,7.6%,12.1,20.0,?,-11.5%
CC(Oc1ccc(C#N)cc1)C(=O)Nc1ccc(-n2cnnn2)cc1 (stereo unspecified),-6.1%,2.6%,10.3%,9.2%,-1.0,0.0,-5.0%,2.7%
O=C(Nc1ccc(C(=O)N2CCN(c3ccc(Cl)cc3)CC2)cc1)c1nsc2ccccc12,.,-1.9%,10.2%,9.0%,-1.2,.,.,.
CC(NC(=O)COc1cccc(Br)c1)C(=O)O (stereo unspecified),2.8%,11.8%,.,0.2%,-2.4,36.1,-9.1%,-0.7%
C/C(CC1CC(COCCC(C)C)OC1=O)=N\NC(N)=S (stereo unspecified),1.2%,-33.3%[inhibitor],9.5%,-8.1%,4.9,6.1,-1.5%,13.1%
CCOc1ccc(C(=O)N2CCCCC2CCN2CCOCC2)cc1 (stereo unspecified),.,12.7%,12.5%,-11.3%,7.6,.,.,.
CSc1nc(-c2ccco2)nn1C(=O)Cc1ccccc1,8.8%,-0.5%,-9.4%,-2.2%,-0.5,18.5,-0.5%,2.1%
O=C(NNC(=O)c1cnccc1C(F)(F)F)c1cccc(Cl)c1,-4.5%,-6.0%,-2.1%,4.0%,17.6,8.4,-8.3%,3.7%
COc1ccccc1C(=O)NCC(=O)N1CCN(c2ncccn2)CC1,3.1%,-10.2%,-8.4%,-12.8%,1.3,-2.5,-1.3%,9.4%
Cc1cc(=O)[nH]c2ccc(S(=O)(=O)Nc3ccccc3)cc12,2.9%,6.4%,-12.0%,3.7%,4.8,15.5,-4.8%,6.9%
COCCNC(=O)CSc1nc(-c2ccccc2)[nH]c1-c1ccc(OC)cc1,.,11.1%,-15.7%,-22.9%,-13.5,.,.,.
CCn1nnc(-c2ccccc2NS(=O)(=O)c2ccc(C(=O)OC)cc2)n1,15.6%,7.3%,25.5%,0.4%,-5.0,6.2,3.3%,-2.6%
O=C(NCCSCc1ccc(Cl)cc1Cl)c1ccc(CN2CCOCC2)cc1,-6.4%,-9.3%,6.8%,-12.1%,-8.1,-26.4,0.1%,-5.7%
Cc1ccc(/C=C(/C#N)C(=O)NC(C)c2ccccc2)o1 (stereo unspecified),13.5%,7.8%,.,-8.2%,7.6,-7.2,2.4%,-10.5%
CCC(=O)N(Cc1cc(=O)[nH]c2ccccc12)C1CCCCC1,0.3%,-14.0%,10.5%,-6.8%,0.9,-7.1,1.6%,9.8%
CC(=O)NCCC(=O)Nc1nc(-c2ccc3ccccc3c2)cs1,16.7%,3.3%,28.6%,-15.3%,-5.3,0.5,-2.7%,-4.5%

# Single records, as listed above. Screens in order: EPAC2 ag | TDP-43 yeast inh | FUS suppressor | Abeta rescue | D3 ag | DRD3 antagonist | aSyn rescue | EPAC2 antagonist
# Listed for CCn1nnc(-c2ccccc2NS(=O)(=O)c2ccc(C(=O)OC)cc2)n1 = 15.6% | 7.3% | 25.5% | 0.4% | -5.0 | 6.2 | 3.3% | -2.6%
# Listed for Cc1cc(=O)[nH]c2ccc(S(=O)(=O)Nc3ccccc3)cc12 = 2.9% | 6.4% | -12.0% | 3.7% | 4.8 | 15.5 | -4.8% | 6.9%
# Listed for Cc1ccc(/C=C(/C#N)C(=O)NC(C)c2ccccc2)o1 (stereo unspecified) = 13.5% | 7.8% | . | -8.2% | 7.6 | -7.2 | 2.4% | -10.5%
# Listed for CSc1nc(-c2ccco2)nn1C(=O)Cc1ccccc1 = 8.8% | -0.5% | -9.4% | -2.2% | -0.5 | 18.5 | -0.5% | 2.1%
# Listed for O=C(NNC(=O)c1cnccc1C(F)(F)F)c1cccc(Cl)c1 = -4.5% | -6.0% | -2.1% | 4.0% | 17.6 | 8.4 | -8.3% | 3.7%

# (continued)
SMILES,EPAC2 ag,TDP-43 yeast inh,FUS suppressor,Abeta rescue,D3 ag,DRD3 antagonist,aSyn rescue,EPAC2 antagonist
O=C(Nc1ccc(Cl)cc1Cl)NC1CCN(S(=O)(=O)c2ccc(F)cc2)CC1,-0.6%,-25.8%,-2.8%,-6.7%,-11.0,-14.8,-17.1%,-9.0%
CCOC(=O)c1c(C)[nH]c(C(=O)NNC(=O)c2ccc(Br)cc2)c1C,2.4%,20.7%,-1.5%,-13.0%,-0.6,-2.3,0.2%,-9.0%
COc1ccc(NC(=O)C2=CC(c3cccs3)=NS(=O)(=O)N2C)cc1,17.4%,-6.5%&3.4%,-6.3%&-5.5%,1.4%&10.8%,-8.1&-12.9,-7.1,-0.4%,-19.3%
C/C=C(\C)C(=O)O[C@@H]([C@H](O)c1cc2ccc(=O)oc2cc1OC)C(C)(C)O,4.9%,10.2%,-26.1%,7.3%,-1.5,3.4,-8.6%,3.7%
Cc1ccc([C@H]2C[C@@H](O)[C@H](n3cc(C4CC4)nn3)CN2C(=O)C2CCCCC2)cc1,1.5%,12.3%,17.5%,-15.9%,-3.9,-16.1,-7.0%,1.9%
COC(=O)CNC(=O)C1Nc2ccc(OC(F)(F)F)cc2C2C=CCC12 (stereo unspecified),1.2%,0.0%,8.5%,0.2%,4.4,6.3,-0.5%,-4.2%
Cc1cnc(C(=O)OCc2ccc(COC(=O)c3cnc(C)cn3)cc2)cn1,-7.2%,26.3%,-7.4%,-2.3%,2.8,-3.7,-4.1%,6.1%
CCOc1ccc(N=Cc2ccc3ccccc3c2)cc1,6.4%,1.6%,-13.8%,11.5%,-0.5,-10.0,-13.2%,-2.5%
COc1ccccc1CCN1CCCC(CN(C)Cc2ccc(OCCO)cc2)C1 (stereo unspecified),4.8%,-6.1%,1.3%,-25.9%,-4.9,-4.4,-11.3%,10.7%
Cc1ccc(CNC(=O)C2CC(c3ccc([N+](=O)[O-])cc3)=NO2)cc1 (stereo unspecified),3.8%,?,-3.5%,3.3%,14.9,21.3,3.9%,-7.1%
Cc1nnc(SCc2cc(=O)[nH]c(N3CCCCC3)n2)s1,-3.7%,-6.0%,1.0%,-15.2%,-3.1,-3.7,-14.2%,7.0%

# An excerpt, so the mix of outcomes need not match the whole.
